Screening results from PubChem.
NPY Y1 blocker: antagonists of human neuropeptide Y receptor Y1; hit rate 1% among 200,000; AID 1040; inhibition, % at 3.6 µM; HEK293-CNG Y1 cells, membrane potential fluorescence; NPY at EC95, then isoproterenol; P25929;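 active = inhibition above the campaign mean inhibition of all tested compounds plus 3 SD, cut at about 20% in these data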;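 also: 0% = DMSO wells given NPY plus isoproterenol and 100% = isoproterenol alone without NPY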
Target sequence (P25929 whole entry, looked up): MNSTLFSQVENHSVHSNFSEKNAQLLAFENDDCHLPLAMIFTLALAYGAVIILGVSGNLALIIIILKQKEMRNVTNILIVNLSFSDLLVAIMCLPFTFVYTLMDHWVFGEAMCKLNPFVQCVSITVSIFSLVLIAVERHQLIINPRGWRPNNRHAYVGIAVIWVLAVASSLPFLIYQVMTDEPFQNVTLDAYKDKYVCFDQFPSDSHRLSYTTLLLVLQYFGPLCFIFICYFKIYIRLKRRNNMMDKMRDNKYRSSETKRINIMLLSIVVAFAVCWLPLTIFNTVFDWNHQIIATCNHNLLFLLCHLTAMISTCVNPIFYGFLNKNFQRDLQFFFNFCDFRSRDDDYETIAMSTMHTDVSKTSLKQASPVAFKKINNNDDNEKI
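Assay system: HEK293 Y1/CNG channel cell line; Doses: single compound dose of 3.6 µM, 0.4% DMSO; Timing: dye 3 h, compound 60 min room temperature, stimulation 45 min; Technique: Membrane-potential fluorescent dye readout; Measure: % inhibition of NPY effect.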
p97 inhibitor: inhibitors of human p97 ATPase | hit rate 0.42% among 220,000 | P55072 | inhibition, % at 8 µM | recombinant p97 ATPase, Kinase-Glo ATP luminescence, 3 h | AID 1481; in the data active = inhibition above about 15%;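 also: 0% = DMSO vehicle and 100% = wells lacking enzyme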
RBBP9 inhibitor: inhibitors of human serine hydrolase RBBP9 | inhibition, % at 7.94 µM | recombinant RBBP9, FP-Rh probe fluorescence polarization | O75884 | hit rate 0.2% among 220,000;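 active = inhibition above the campaign mean of all tested compounds plus 3 SD, cut at about 14% in these data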;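 also: plate controls were DMSO wells with RBBP9 for no effect and wells lacking RBBP9 protein for full effect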
Target sequence (O75884 whole entry, looked up): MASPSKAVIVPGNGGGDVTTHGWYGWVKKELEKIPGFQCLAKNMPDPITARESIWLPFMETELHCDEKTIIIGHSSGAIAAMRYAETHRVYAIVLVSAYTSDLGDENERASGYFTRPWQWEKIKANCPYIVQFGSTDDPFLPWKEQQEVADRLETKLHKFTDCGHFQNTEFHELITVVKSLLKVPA
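Test system: recombinant human RBBP9; Timing: 30 min then 45 min, 25 °C; Detection: fluorescence polarization; Control set: RBBP9 with DMSO as uninhibited control, no-protein wells as full inhibition; Compound dosing: one concentration, 7.94 µM nominal, 0.794% DMSO; Probe or stimulus: FP-Rh activity-based probe, 375 nM before mixing.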
Runt-SMMHC FRET: Runt domain-CBFb-SMMHC interaction inhibition; Cerulean-Runt/Venus-CBFb-SMMHC FRET ratio 530/480, 1 h; hit rate 0.74% among 220,000; inhibition, % at 20 µM;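 active = mean inhibition across duplicate retests at 20 µM reaching about 50%, limit read from the data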;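 also: 0% = DMSO wells and 100% = wells with excess untagged CBFb-SMMHC; inhibitors lower the FRET ratio by blocking Runt binding to CBFb-SMMHC; some results filed as inactive read as strong as hits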
Mdm2 ligase inh: inhibitors of human Mdm2 E3 ubiquitin ligase; AID 1230; hit rate 0.11% among 210,000; Q00987; signal enhancement, % at 5 µM; cell-based MDM2 ubiquitination luciferase reporter, 2 h; 0 = plate control, 100 = twice control, blank-subtracted;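 active = signal enhancement of 30% or more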;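 also: luminescence tracks abundance of the self-degrading MDM2-luciferase fusion protein; higher signal means inhibition of MDM2 E3 ligase activity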
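Assay system: stable mammalian line carrying autodegrading MDM2–luciferase fusion reporter; Input: 2000 cells in each well; Compound dosing: single-point 5 µM; Schedule: 2 h compound exposure at 37 °C; Signal: SteadyLite luciferase luminescence after 15 min room-temperature reagent incubation; Evaluation: % luminescence enhancement versus blank-corrected plate control mean; Benchmarks: plate controls and plate blanks.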
Runt-CBFb FRET: blocks binding of human RUNX1 Runt domain to CBFb; inhibition, % at 20 µM; hit rate 0.46% among 220,000; Q01196+Q13951; Cerulean-Runt/Venus-CBFb FRET ratio 530/480, 1 h;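 active = inhibition over about 50% at 20 µM in the single-dose screen, limit read from the data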;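 also: 0% = DMSO wells and 100% = excess unlabeled CBFb competitor control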
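Doses: 20 µM compound in 1% DMSO | Material: Cerulean-labeled Runt domain protein | Amount: Each fluorescent fusion protein 100 nM | Schedule: Two 1 h room-temperature incubations shielded from light | Measured by: FRET fluorescence | Evaluation: Loss of energy transfer signal | Controls: Unlabeled CBFb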
NPY-Y1 PAM-ag: potentiates or activates human NPY-Y1 receptor | P25929 | NPY-Y1 expressing cells, potentiator/agonist activation | activation, % at 3.6 µM | hit rate 0.37% among 220,000; in the data active = activation above about 33%, passing the limit was not always enough;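 also: cells stimulated with NPY at EC10 then isoproterenol at EC100; 0% = low agonist plus stimulus and 100% = saturating agonist plus stimulus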
Hck Nef HTS: human Hck-Nef kinase inhibition. P08631. Recombinant Hck-YEEI plus Nef, Z-Lyte FRET kinase assay. inhibition, % at 20 µM. hit rate 0.68% among 220,000;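 active = Hck-Nef kinase inhibition above about 50%, limit read from the data; inactive = inhibition below that limit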;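 also: 0% = DMSO with Hck plus Nef and 100% = Hck alone without Nef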
NPY-Y2 PAM-ag: potentiates or activates human NPY-Y2 receptor; P49146; AID 1359; activation, % at 3.6 µM; hit rate 0.45% among 220,000; cells expressing NPY-Y2, potentiator/agonist read-out; in the data active = activation above about 27%;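 also: cells stimulated with NPY near EC25 plus isoproterenol at EC100; 0% = vehicle plus submaximal agonist and 100% = vehicle plus saturating agonist; some results beyond the cut were filed as inactive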
Target sequence (P49146 whole entry, looked up): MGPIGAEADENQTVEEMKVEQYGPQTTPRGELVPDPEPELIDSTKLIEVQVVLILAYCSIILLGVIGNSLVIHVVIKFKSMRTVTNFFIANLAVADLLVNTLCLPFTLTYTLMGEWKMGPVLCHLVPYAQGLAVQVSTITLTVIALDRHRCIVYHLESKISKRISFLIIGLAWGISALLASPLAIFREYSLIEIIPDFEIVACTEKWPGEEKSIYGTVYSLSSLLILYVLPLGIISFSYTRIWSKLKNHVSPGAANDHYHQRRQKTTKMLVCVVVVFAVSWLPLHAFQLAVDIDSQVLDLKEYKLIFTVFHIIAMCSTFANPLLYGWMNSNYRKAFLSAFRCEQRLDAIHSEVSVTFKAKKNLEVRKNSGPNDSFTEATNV
Active calls of the source: *; / = not tested or not shown.

SMILES	NPY Y1 blocker	p97 inhibitor	RBBP9 inhibitor	Runt-SMMHC FRET	Mdm2 ligase inh	Runt-CBFb FRET	NPY-Y1 PAM-ag	Hck Nef HTS	NPY-Y2 PAM-ag
Cc1cc(=O)[nH]c(-n2[nH]c3c(c2=O)CCCC3)n1	-2.0	4.9	-2.1	-9.2	8.9	-0.9	9.0	1.0	9.8
CCOC(=O)c1oc2ccc(CNC3CCCCC3)c(Cl)c2c1C	10.4	-1.9	-3.8	2.2	/	-1.7	-20.2	8.6	-16.0
Cc1cc(C(=O)NNc2c(Cl)cccc2Cl)no1	/	6.2	-6.2	1.5	-3.5	0.9	19.8	4.4	-4.3
O=C(CC1SC(=O)N(Cc2ccccc2Cl)C1=O)Nc1nccs1 (configuration not stated)	/	8.0	-0.9	-6.0	/	1.3	21.9	21.9	16.0
CCC(C)(C)NC(=O)C(c1cccs1)N(CC1CCCO1)C(=O)Cn1nnc2ccccc21 (configuration not stated)	10.7	0.4	-5.0	-2.9	-5.6	-0.9	-8.3	5.1	-8.0
CCN(CC)c1ccc(NC(=O)c2cc3ccccc3o2)c(C)c1	-0.1	1.6	-5.9	28.4	-0.2	19.8	-5.4	1.7	4.5
CC(C)(C)NC(=S)NC(=O)C12CC3CCC(CC(C3)C1)C2	3.1	0.8	-8.5	4.7	-10.9	6.1	-14.9	1.1	11.4
CNC(=O)CSCc1cnn(-c2ccccc2)c1-n1cccc1	-1.5	1.9	-10.1	-8.7	-5.4	-1.2	14.5	4.0	-0.2
Cc1cc(C)cc(NS(=O)(=O)c2ccc(NC(=S)NC(=O)c3cccs3)cc2)c1	0.7	-6.7	-37.7	9.1	-8.8	4.2	4.8	-1.2	8.1
CCn1cc(/C=C(\NC(=O)c2ccc(OC)c(OC)c2)C(=O)NCCCO)c2ccccc21	2.7	3.3	-1.5	0.9	-9.2	-1.9	-2.2	-24.0	2.5
COc1ccc(NC(=O)/C(=C\c2ccc(OS(=O)(=O)c3ccc(C)cc3)cc2)NC(=O)c2ccccc2)cc1	-3.6	4.9	-6.6	-5.2	-4.1	-2.1	-14.0	0.9	-16.6
Cc1ccc(-c2cc(C(=O)O)c3ccccc3n2)c(C)c1	/	8.6	-4.1	-0.5	-3.4	-0.2	3.9	2.4	-13.8
CN(C)CC1CCCCC1OC(=O)/C=C/c1ccc(Cl)cc1Cl (configuration not stated)	16.6	-1.4	-2.8	0.6	-14.4	-0.7	-36.5	20.1	-18.2
COc1cccc(C2CC(=O)Nc3c2c(=O)[nH]c2ncnn32)c1 (configuration not stated)	2.8	3.4	-7.8	1.9	-12.7	-1.0	-1.4	21.7	-10.7
CSc1ccc(S(=O)(=O)NC2CCCCC2)cc1	-0.3	-0.5	0.1	2.1	-10.7	-0.2	25.2	5.0	-7.9
CCOC(=O)CSc1n[nH]c(NC(=O)CC)n1	-2.6	-0.6	-12.5	-0.1	-5.2	1.6	-9.3	-9.8	3.8
O=C(COc1ncnc2c(Cl)cc(Cl)cc12)NC1CCCCCC1	0.2	1.6	-4.8	-2.6	-9.0	-0.9	-4.1	0.3	-2.4
CC1(C)CN2C(=O)c3ccccc3C2(C)S1 (configuration not stated)	2.5	2.2	-11.6	2.8	-5.8	0.2	-0.4	24.6	2.1
CC1(C)CC(=NNC(=O)c2n[nH]c3c2CCC3)CC(C)(C)N1	4.5	3.7	-9.1	-2.5	/	0.2	2.2	15.9	-11.9
CN(C(=O)c1ccc(=O)n(Cc2ccc(Cl)cc2)c1)c1ccccc1	-1.2	-4.1	-7.0	3.0	-1.8	0.2	2.5	0.7	-10.1
N/C(=N\OC(=O)COc1ccc(Cl)cc1Cl)c1ccncc1	3.6	-8.6	-4.1	3.2	-1.2	-3.0	1.3	14.5	-10.4
CCCOc1ccc(/C(O)=C2/C(=O)C(=O)N(CCCN3CCOCC3)C2c2ccncc2)cc1 (configuration not stated)	7.4	-3.4	-2.5	-1.2	-5.3	-1.6	-2.8	8.2	3.8
CC[C@H](C)NC(=O)c1ccc(Cn2c(=S)[nH]c3c([nH]c4ccc(OC)cc43)c2=O)cc1	0.9	-2.1	-3.9	28.6	-7.5	30.3	-7.1	27.6	4.4
COc1ccc2nc(Cl)c(/C=N/Nc3ccccn3)cc2c1	2.6	-0.8	-0.6	-5.6	-26.6	-2.8	-21.1	33.5	-4.8
CCN(C(=O)CN1CCN(c2ccc(O)cc2)CC1)c1c(N)n(Cc2ccccc2)c(=O)[nH]c1=O	-1.4	-1.8	13.0	39.2	-4.2	31.3	1.4	-1.1	4.8
Continued.
SMILES	NPY Y1 blocker	p97 inhibitor	RBBP9 inhibitor	Runt-SMMHC FRET	Mdm2 ligase inh	Runt-CBFb FRET	NPY-Y1 PAM-ag	Hck Nef HTS	NPY-Y2 PAM-ag
N=C(N)SCc1ccc(O)c([N+](=O)[O-])c1	/	-2.0	-11.9	-1.3	-4.0	0.7	-11.4	5.0	-0.7
CCOC(=O)c1c(C)[nH]c(C(=O)OCC(=O)Nc2cc(C)c(Cl)cc2OC)c1C	7.5	1.1	-4.7	-4.4	6.3	-5.0	-2.7	46.7	5.3
CCN(CC)S(=O)(=O)c1ccc(C(=O)Nc2nnc(CSC)o2)cc1	-0.8	-1.2	0.9	2.6	-0.7	0.6	14.2	12.3	1.4
COc1cccc(NC(=O)CSC2=C(C#N)C(c3ccco3)C3=C(CCCC3=O)N2)c1 (configuration not stated)	-7.6	8.4	-1.3	-1.0	-9.2	3.5	13.3	2.1	3.5
N#Cc1nc(COc2ccc(Cl)cc2Cl)oc1N1CCOCC1	7.7	0.7	-3.9	0.0	-18.6	-1.5	-21.5	2.8	13.2
CCOCC(=O)Nc1ccc(-c2cn3cccnc3n2)cc1	2.0	3.2	7.8	0.8	-15.6	-3.9	-16.8	6.4	-3.7
Cc1ccc(N2C(=O)N(CC(=O)Nc3ccc(C)cc3C)C(=O)C2C)cc1 (configuration not stated)	-3.1	-0.2	0.3	-3.6	1.0	-1.5	-6.4	6.3	1.8
Cc1cc(C)c(C)c(OCC(=O)N2CCOCC2)c1	2.3	-4.3	5.6	-6.4	-18.7	0.7	-15.2	4.7	-9.2
Cc1cc(N=Cc2c(O)n(-c3cccc(Cl)c3)c(=O)c3ccccc23)no1	-1.1	0.3	-10.3	34.1	13.5	15.3	-6.0	2.8	-0.5
O=S(=O)(c1ccc(-c2ccon2)s1)N1CCN(CCN2CCOCC2)CC1	/	-5.8	-9.3	1.4	-12.3	0.4	-2.9	-8.7	-9.9
COc1ccc(Cc2nnc(N/N=C/c3ccc(N(C)C)cc3)[nH]c2=O)cc1OC	/	0.7	-3.4	-5.6	-0.3	-3.1	-6.7	-9.2	-12.7
CCN(CC)CCNC(=O)COc1ccc(Cl)cc1Cl	0.3	4.8	3.7	-1.9	-10.2	-2.1	-20.7	-0.3	11.4
CN(C)CCCN1C(=O)c2cccc3c([N+](=O)[O-])ccc(c23)C1=O	1.8	5.8	-3.2	-105.4	-14.5	-54.7	-1.2	10.8	14.0
CCC1N=C(SC)NC(C)=C1C(=O)c1ccccc1 (configuration not stated)	2.8	-3.9	-4.9	-0.4	-6.4	/	4.0	21.5	13.7
Cc1ccc(Cl)cc1NC(=O)CCC(=O)O	/	-2.2	-7.3	-1.4	-10.3	0.8	-3.9	-8.5	-12.5
Cc1ccc(OC(=O)c2ccc(Br)o2)cc1	2.0	-1.4	-8.8	3.5	-9.2	-2.1	-10.7	-0.5	-9.5
O=C(N/N=C/C=C/c1ccccc1[N+](=O)[O-])c1cc(-c2ccccc2)n[nH]1	9.4	7.8	-13.0	3.8	2.6	3.0	-3.8	2.6	-7.9
CCOc1ccccc1N(CC(=O)NC1CCCC1)C(=O)CCCC(=O)Nc1ccccn1	7.1	3.0	-5.1	1.6	-9.6	0.4	5.3	0.4	15.2
Cc1nc2c(ncn2-c2ccccc2)c(=O)n1NC(=O)CN1CCN(C)CC1	/	-5.4	-2.3	2.4	-7.7	15.0	-13.5	-1.7	-23.5
CN1C(=S)SC(C)(C)C1/[N+]([O-])=C/c1cccnc1 (configuration not stated)	2.9	-4.3	-0.8	-5.4	-33.5	-1.8	21.8	-0.2	8.6
COC(=O)C(C(=O)Nc1nc2ccccc2s1)C1CCCC1 (configuration not stated)	6.2	2.1	-1.5	0.2	-0.6	-1.2	5.8	22.3	-0.4
CN1CCCCCC1C(=O)N1CCC(N2CCC(C(=O)N3CCOCC3)CC2)CC1 (configuration not stated)	-5.6	1.5	1.7	2.0	-6.4	0.9	11.2	4.9	-12.2
Cc1nnc(SCC(=O)NC(=O)NCCC(C)C)s1	-0.5	0.8	-9.6	0.8	-0.5	-1.5	11.4	15.6	-2.1
COc1ccc(Oc2ncccc2NC(=O)c2cccc(C)c2C)cc1	/	-3.9	-2.3	1.5	-6.5	2.4	-19.2	-9.0	-0.8
Cc1cc([N+](=O)[O-])nn1CC(=O)Nc1ccc(Cl)cn1	2.0	-10.9	-9.6	1.3	-9.0	0.1	-13.5	12.6	1.7
O=S(=O)(CC(CN1CCCCC1)N1CCCCC1)c1ccc2ccccc2c1 (configuration not stated)	14.0	4.8	-8.1	4.8	-12.8	0.5	-29.1	11.7	-6.6
N#CC1=C(N)Oc2cc(O)ccc2C1c1ccccc1 (configuration not stated)	-8.9	-4.3	-13.8	64.6*	0.4	49.0	-13.0	-7.9	10.7
O=C1NCCCc2nc(Oc3ccccc3)sc21	2.3	2.5	-12.8	-0.1	3.8	-0.1	7.1	1.8	13.3
O=C(Cn1cc(C(F)(F)F)ccc1=O)N/N=C/c1ccccc1	2.1	2.5	-3.7	0.2	0.6	0.3	-10.3	20.3	-2.6
Cc1cc(C(=O)NCCc2ccc(S(N)(=O)=O)cc2)no1	0.5	3.1	-6.4	-3.3	-6.5	0.4	-7.6	1.2	15.6

The order is random. About 3.5% of those tested had a hit in this group.
